Source: PubChem BioAssay (several laboratories)
FadD28 FP inh – inhibitors of Mycobacterium tuberculosis FadD28 bisubstrate binding; FadD28 bisubstrate probe binding, fluorescence polarization; inhibition, % at 12.5 µM; actives 0.22% (n = 360,000); in the data active means inhibition above about 8.5%, passing the limit was not always enough; inconclusive means no clear call, values can overlap the other calls
PfHsp40 rescue – rescue of PfHsp40-mediated yeast toxicity; actives 0.68% (n = 340,000); growth rescue, % at 12.5 µM; S. cerevisiae expressing PfHsp40, growth rescue, ATP luminescence; AID 504582; in the data active means growth rescue above about 28%, passing the limit was not always enough; inconclusive means no clear call, values can overlap the other calls;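 further: yeast W303a lacking pdr1 and pdr3 grown in galactose medium; growth measured after three days at 30 °C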
Anthrax LF prot – blocks Bacillus anthracis lethal factor protease | actives 0.12% (n = 360,000) | multiplex microsphere protease cleavage assay, LF | inhibition, % at 10 µM; further: plate controls were buffer without enzyme for full effect and enzyme alone for no effect
PrPC TRFRET – reduces human prion protein on the cell surface. P04156. cell surface PrPC, TR-FRET read-out. inhibition, % at 13.8 µM. actives 0.43% (n = 370,000). AID 720596; in the data active means inhibition above about 24%; further: 0% = median of the test wells and 100% = reference compound wells
CCHFV vOTU inh – blocks the CCHF virus ovarian tumor domain protease | inhibition, % at 11.5 µM | actives 0.55% (n = 370,000) | CCHFV vOTU protease, Pep-AMC fluorescence; in the data active means inhibition above about 30%; further: 0% = vehicle wells with enzyme and 100% = no enzyme wells
BoNT F protease – inhibitors of Botulinum neurotoxin F light chain protease; actives 0.22% (n = 360,000); AID 588497; inhibition, % at 10 µM; Multiplex microsphere protease cleavage assay, flow cytometry; in the data active means inhibition above about 35%, passing the limit was not always enough; inconclusive means no clear call, values can overlap the other calls; further: plate controls were buffer without enzyme for full effect and enzyme alone for no effect
TcdB GH inh – TcdB glycohydrolase inhibition | TcdB glycohydrolase enzymatic assay, plate reader | inhibition, % at 9.99 µM | actives 0.24% (n = 350,000) | AID 652162; in the data active means inhibition above about 10%
BoNT A protease – blocks Botulinum neurotoxin A light chain protease; multiplex microsphere protease substrate cleavage, flow cytometry; inhibition, % at 10 µM; actives 0.17% (n = 360,000); AID 588499; further: plate controls were buffer without enzyme for full effect and enzyme alone for no effect
Yp Topo-I inh – Y. pestis Topo-I inhibition via cleavage products; Y. pestis Topo-I cleavage product accumulation, plate reader; actives 0.064% (n = 360,000); activity, % at 10 µM; AID 504884; in the data active means activity above about 50%, passing the limit was not always enough; inconclusive means no clear call, values can overlap the other calls; further: inactives centre near 2
* hit, by the source's call; ? = inconclusive; · = no result given. Unless noted, no stated cut-off is given here; in the data, active means inhibition above about 30%; inconclusive means no clear call, values can overlap the other calls; inactive means below that.

canonical_smiles	FadD28 FP inh	PfHsp40 rescue	Anthrax LF prot	PrPC TRFRET	CCHFV vOTU inh	BoNT F protease	TcdB GH inh	BoNT A protease	Yp Topo-I inh
N#Cc1nc(COc2ccccc2Cl)oc1NCc1cccnc1	-6.7	0.2	-8	-5	-9	-3	·	-1.1	8
CCOc1ccc(-n2c(SCC(=O)N3CCC(C(=O)O)CC3)nc3ccccc3c2=O)cc1	·	1.5	0	2	3	11	2.7	-1.0	5
CC(=O)c1ccc(S(=O)(=O)N(C)CC(=O)Nc2cc(C)on2)cc1	0.5	1.2	0	1	-1	-8	-1.4	1.1	3
Cc1cccc(C)c1NC(=O)C(=O)NCCCN1CCOCC1	-0.6	0.3	-1	7	-5	-2	-0.3	-0.4	1
COc1ccc(N(CC(=O)NCCC2=CCCCC2)S(C)(=O)=O)cc1	-2.0	-0.9	-2	-4	-11	1	·	1.1	-1
CN(C(=O)CCc1nc(-c2ccccc2F)no1)c1ccccc1	-2.2	-0.7	-11	1	0	-8	-0.7	1.2	2
COc1ccc(OC)c(C(=O)NC2CCSc3ccccc32)c1 (stereo not given)	-1.5	-0.5	0	4	0	2	1.2	-0.1	14
COc1ccc(C(=O)N2CCN=C2SCc2cccnc2)c(OC)c1	-1.8	-1.2	-2	2	-5	-8	-1.0	-0.6	4
Cc1c(NC(=O)CCCCCN2C(=O)c3ccccc3C2=O)c(=O)n(-c2ccccc2)n1C	-3.5	-0.6	-3	-4	3	-5	·	-0.2	-5
O=S(=O)(NCC1CCCO1)c1ccc(S(=O)(=O)N(Cc2ccc(F)cc2)Cc2ccco2)cc1 (stereo not given)	-1.6	-1.0	-2	-7	11	-3	·	-0.5	3
CCn1c(SCC(=O)N=Nc2c(O)[nH]c3ccccc23)nc2ccccc21	1.7	0.7	0	-10	1	-5	·	-0.2	4
O=Cc1c(Sc2ccccn2)nc2ccccn2c1=O	-0.9	0.6	-2	-11	12	-26	·	-1.7	-4
COc1ccccc1N(CC(=O)NCC1CCCO1)C(=O)CNS(=O)(=O)c1ccc(Cl)cc1 (stereo not given)	-2.6	0.0	-3	-2	-5	-2	-1.2	0.0	-12
COC(=O)CCCn1cc(CN(C)C2CN(Cc3cn(CCCC(=O)OC)nn3)S(=O)(=O)C2)nn1 (stereo not given)	·	·	10	-2	-4	5	-0.3	0.0	·
CCC(C)c1cc(S(=O)(=O)N2CCOCC2)ccc1OC (stereo not given)	-0.5	0.0	2	2	7	44*	·	2.0	13
CCOC(=O)c1c(-c2ccc(OC)cc2)csc1NC(=O)CSc1ccccc1	-0.8	-0.7	-8	0	15	16	·	1.0	2
COC(=O)C(CCSC)NC(=O)c1cc2c(n(-c3ccccc3)c1=O)CC(C)(C)CC2=O (stereo not given)	-1.1	-1.6	0	6	8	0	·	0.5	5
Cc1cccc(C(=O)N2CCC(c3nc(-c4ccc(S(=O)(=O)N5CCOCC5)cc4)no3)CC2)c1	-1.9	0.0	-3	5	0	-15	·	-1.0	10
CCCc1nc2ccccc2c(C(=O)OCC(=O)Nc2cccc(S(=O)(=O)N3CCOCC3)c2)c1CC	-2.7	0.1	-6	17	-9	-18	·	-1.0	-7
CN(C)c1ccc(C(CNC(=O)c2ccc(F)cc2)c2c[nH]c3ccccc23)cc1 (stereo not given)	-2.8	0.9	-4	-7	3	-8	0.4	-0.2	-12

Three structures out of the list, ordered by length of the SMILES, highest first.
canonical_smiles	FadD28 FP inh	PfHsp40 rescue	Anthrax LF prot	PrPC TRFRET	CCHFV vOTU inh	BoNT F protease	TcdB GH inh	BoNT A protease	Yp Topo-I inh
COc1ccccc1N(CC(=O)NCC1CCCO1)C(=O)CNS(=O)(=O)c1ccc(Cl)cc1 (stereo not given)	-2.6	0.0	-3	-2	-5	-2	-1.2	0.0	-12
CN(C)c1ccc(C(CNC(=O)c2ccc(F)cc2)c2c[nH]c3ccccc23)cc1 (stereo not given)	-2.8	0.9	-4	-7	3	-8	0.4	-0.2	-12
O=Cc1c(Sc2ccccn2)nc2ccccn2c1=O	-0.9	0.6	-2	-11	12	-26	·	-1.7	-4

The list continues.
canonical_smiles	FadD28 FP inh	PfHsp40 rescue	Anthrax LF prot	PrPC TRFRET	CCHFV vOTU inh	BoNT F protease	TcdB GH inh	BoNT A protease	Yp Topo-I inh
CCOC(=O)c1ccc(NC2=CC(=O)CC(c3ccco3)C2)cc1 (stereo not given)	-2.6	0.4	2	-1	0	-5	0.5	-0.3	-3
CCc1nnc(NC(=O)COc2ccc3ccccc3c2)s1	·	-0.1	-4	0	12	-5	0.9	-0.5	5
CCN(CC(=O)Nc1ccccc1OC)CC(=O)Nc1c(Cl)ccc(C)c1Cl	-2.6	-1.4	-3	-4	-8	-4	-0.1	-1.0	12
COc1cc2ncnc(NCc3ccccc3)c2cc1OC	-5.8	-1.4	0	1	3	-4	·	-0.5	-15
CCC(CC)COC(=O)C1=C(C)NC(=O)NC1c1ccc(OC)cc1 (stereo not given)	-5.1	-1.6	17	12	10	-9	0.4	2.8	40
COc1ccc(C(NC(=O)c2cccc(F)c2)c2ccccc2)cc1 (stereo not given)	0.1	2.3	-1	-5	-7	-7	·	0.1	16
CN1CCN(S(=O)(=O)c2ccc(NC(=O)c3ccc([N+](=O)[O-])cc3)cc2)CC1	-1.5	-1.0	0	-46	0	-4	1.2	0.3	-12
CC(C)(C)C(=O)CSc1nc(N)cc(=O)[nH]1	-3.8	-1.9	-6	-2	-9	-1	0.5	-0.6	0
COc1cc(C(=O)O)nc2ccccc12	0.9	0.0	0	-5	-4	5	·	-0.5	4
Cc1cccc(-c2nc(CC(=O)Nc3cccc(S(=O)(=O)NC4=NCCC4)c3)cs2)c1	-3.2	-0.7	-5	-2	-9	-4	-3.0	1.3	26
COc1ccc2ccccc2c1/C=N/NC(=S)Nc1cc(S(=O)(=O)N2CCOCC2)ccc1N1CCOCC1	0.0	-0.5	6	-1	-4	14	·	5.6	11
CCCn1c(=N)c(C(=O)NC2CCCC2)cc2c(=O)n3cccc(C)c3nc21	-0.1	2.9	-1	-26	-206	6	·	-0.2	12
CCOC(=O)C1CCN(C(=O)C2CCN(S(=O)(=O)c3cccc4nsnc34)CC2)CC1	-2.9	0.8	1	-4	5	0	0.1	1.9	6
O=C(NCc1ccncc1)c1csc([C@@H]2O[C@H](CO)[C@@H](O)[C@H]2O)n1	-0.3	·	-1	6	-3	-2	2.0	-0.4	5
Cc1ccc(NC2CCCN(C(=O)c3ccc(C)c(N4CCNC4=O)c3)C2)cc1C (stereo not given)	-0.5	2.2	-2	·	·	-7	·	-1.7	11
O=C1NN(c2ccc(Cl)cc2)C(=O)/C1=C\c1ccc(-c2cccc(C(=O)O)c2)o1	23*	-0.5	4	3	5	18	-2.0	3.7	-4
CC1CCc2cc(F)ccc2N1C(=O)c1ccc2c(c1)OCO2 (stereo not given)	-2.7	-0.2	-2	8	2	-17	·	-1.5	0
O=C(c1ccccc1)C1C(=O)c2ccccc2C1=O	-0.6	0.3	-3	9	-3	-3	0.0	-0.4	-5
COCCSc1nnc(NC(=O)C(C)(C)C)s1	1.0	-0.6	2	6	2	4	·	-0.8	-4
O=C(OCCCN1CCCC1)C1(c2ccccc2)CCCC1	-2.1	-0.8	-2	-7	-2	-5	·	?	0
COC(=O)c1[nH]nc2c1C(=O)N(C1CCCCC1)C2=O	-0.9	1.3	-1	-3	9	-8	·	-0.2	3
CCOC(=O)CCCCC(=O)c1[nH]c(=O)[nH]c1CSCCO	-0.5	-1.2	3	-2	-7	64*	0.1	8.0	5
O=C1c2cccc3c([N+](=O)[O-])ccc(c23)C(=O)N1c1ccc(Cl)cn1	-14	3.1	1	-16	-1	-2	·	-0.5	3
CS(=O)(=O)N(CCc1ccccc1)CC(=O)NCC1CCCO1 (stereo not given)	-3.5	0.2	3	1	1	5	·	0.5	-9
CCc1nn(C(CC)C(=O)NCc2cccc(OC)c2)c(=O)c2cc3occc3n12 (stereo not given)	-2.7	-0.2	2	2	4	5	1.2	1.2	8
Cc1cc(-c2cccc([N+](=O)[O-])c2)nc2ccccc12	-0.2	0.9	-3	4	-11	-8	1.6	-0.4	-2
CCN(c1ccccc1)S(=O)(=O)c1ccc(Cl)c(NC(=O)CSc2nncs2)c1	-0.5	0.9	1	-2	-5	-2	·	0.1	1
Fc1ccc(-c2nn(-c3ccccc3)cc2CNCc2ccccc2)cc1	-0.6	1.5	-7	-10	-7	-18	3.7	0.2	2
COc1ccc(CN2CCS(=O)(=O)CC2)cc1OC	-0.9	-0.8	-2	-9	4	-1	-0.1	0.0	-2
COc1ccc(NC(=O)CN(Cc2ccco2)Cc2ccco2)cc1S(=O)(=O)N1CCCCC1	-2.9	-0.5	-7	5	10	-1	-0.3	3.3	28
Cc1ccc(NC(=S)NC2CCCC2)cc1C	-3.2	-0.2	-3	7	8	-4	·	-0.5	-3
CCO[C@H]1OC(C(=O)N2CCCCCCC2)=C[C@@H](c2csc3ccccc23)[C@@H]1CCCO	-1.5	-0.8	-4	5	11	0	·	-0.7	18
COc1ccc(Cl)cc1-c1cc(C(=O)N[C@H](C)c2ccccc2)[nH]n1	0.0	·	-4	8	-19	-1	0.8	-0.7	-3
Cc1cc(S(=O)(=O)Nc2noc3ccccc23)ccc1F	-0.8	0.0	0	4	3	-8	-1.4	-2.4	1
CC(=O)c1ccc(N2CCCCCC2)c(F)c1	-3.7	-1.4	0	5	9	-12	·	-0.4	-2
O=C(c1[nH]c(C(F)(F)F)nc1-c1ccccc1)N1CCC(C(O)(c2ccccc2)c2ccccc2)CC1	0.9	·	-8	4	5	-10	-2.1	0.7	·
O=C(NC(=S)N1CCc2ccccc21)c1ccccc1Br	-6.1	2.6	0	9	1	-5	·	-0.1	2
O=C(O)CCCn1c(=S)[nH]c2c(sc3ccc([N+](=O)[O-])cc32)c1=O	0.1	-1.2	4	2	-4	1	4.6	-0.2	3
CCCC(C)NC(=O)COC(=O)c1ccc(Cl)c(S(N)(=O)=O)c1 (stereo not given)	2.1	0.0	-1	4	10	16	·	0.5	-3
NC(=O)N/N=C\c1cc(Br)ccc1O	-1.1	-0.1	-1	2	-5	-11	1.3	-0.7	-9
CC1CN(CCc2ccccc2)c2nc3c(c(=O)[nH]c(=O)n3C)n2C1 (stereo not given)	-2.9	0.0	0	5	6	-1	·	-0.3	5
CCOC(=O)C1=C(C)N(C)C(=O)C1CC(=O)O (stereo not given)	0.8	-1.0	1	2	14	2	·	2.2	5
